Screening results as filed in PubChem BioAssay.
SW480 rerep: inducers of DNA re-replication in SW480 colon cancer cells | SW480 DNA re-replication, Hoechst DNA content imaging, 48 h | Potency, µM (titrated, usually from 46.1 µM), inactives show at the highest dose re-replication activation, hits mostly activators | 1.8% of 340,000 active | AID 624297; further: potency means the concentration at half of the fitted maximal effect; % of control where 0% means no effect; nearly all actives have a fitted effect of over 55% in size
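Per well, 250 cells were exposed to pinned compound for 48 hr. Nuclear DNA was visualised with Hoechst (40 min, 37 C) and total object intensity recorded by fluorescence scanning.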
HT1080 IDH1KD tx: toxicity to HT-1080 IDH1 knockdown cells (counter line) | HT-1080 IDH1 knockdown viability, ATP luminescence, 48 h | Potency, µM (doses to about 46.1 µM), inactives show at the highest dose activity, negative = toxicity, usual class: cytotoxic | 2% of 360,000 active;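 further: potency means the concentration at half of the fitted maximal effect; 0% = DMSO wells and -100% = cell-free medium wells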
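Cytotoxicity counter-line: IDH1KD HT-1080, 48 h, CellTiter-Glo. Curves classed by r2, magnitude and activity.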
HT1080-NT tox: kills 2HG-producing HT-1080-NT fibrosarcoma cells; HT-1080-NT fibrosarcoma viability, CellTiter-Glo ATP luminescence, 48 h; Potency, µM (titrated, usually from 46.1 µM), without a hit: top-dose activity, negative = less viability, usual class: cytotoxic; 1.6% of 360,000 active;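 further: NT is the 2HG producing partner of a matched IDH1 knockdown line; potency means the concentration at half of the fitted maximal effect; 0% = DMSO-treated cells and -100% = media-only wells without cells; nearly all actives have a fitted effect of over 55% in size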
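A 48-hour cytotoxicity screen used HT-1080-NT cells plated 2 hours before compound delivery. ATP-based CellTiter-Glo luminescence measured viability, normalized to DMSO and no-cell controls.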
ATXN2 expr inh: inhibitors of ATXN2 expression | 0.72% of 360,000 active | Potency, µM (top dose mostly 57 µM), for the others: at the highest dose activity change, negative = inhibition, actives largely listed as inhibitors | AID 1745845 | HEK-293 ATXN2-luciferase reporter, luminescence, 24 h; further: potency means the concentration at half of the fitted maximal effect; on the % scale 0 is the no-effect control and ±100 the full control effect; nearly all actives have a fitted effect of over 55% in size
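ATXN2-luciferase reporter cells (luciferase flanked by upstream and downstream ATXN2 gene portions) were treated 24 h at 37 °C with compounds at up to 57 uM. SteadyGlo luminescence gave expression; GF-AFC fluorescence gave viability.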
MCF10A rerep: DNA re-replication induction in MCF 10a cells; MCF 10A DNA re-replication, Hoechst nuclear intensity, 48 h; Potency, µM (series often up to 46.1 µM), for the others: top-dose activity, positive = re-replication, hits mostly activators; 2.9% of 350,000 active; further: potency means the concentration at half of the fitted maximal effect; % of control where 0% means no effect; nearly all actives have a fitted effect of over 50% in size
KB-3-1 tox: kills parental KB-3-1 adenocarcinoma cells; KB-3-1 viability, CellTiter-Glo ATP luminescence, 72 h; Potency, µM (top dose mostly 46.1 µM), without a hit: at the top dose activity change, negative = cytotoxic, actives largely listed as cytotoxic; 1.4% of 400,000 active; AID 1347075; further: potency means the concentration at half of the fitted maximal effect; on the % scale 0 is the no-effect control and ±100 the full control effect; nearly all actives have a fitted effect of over 60% in size
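KB-3-1 parental drug-naive adenocarcinoma cells in DMEM/10% FBS, incubated 72 h at 37 C with pin-transferred compounds across a concentration series. Viability by CellTiter-Glo luminescence; concentration-response curves fitted after normalization.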
KB-V1 MDR tox: kills drug-selected multidrug resistant KB-V1 cells; KB-V1 MDR cells viability, CellTiter-Glo, 72 h; Potency, µM (doses to about 46.1 µM), for inactives: at the top dose activity change, negative = cytotoxicity, hits mostly cytotoxic; 3.4% of 400,000 active; AID 1347076; further: potency means the concentration at half of the fitted maximal effect; on the % scale 0 is the no-effect control and ±100 the full control effect; nearly all actives have a fitted effect of over 60% in size
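Cells of the MDR subline KB-V1 are plated, dosed with compound at multiple concentrations, and incubated 72 h at 37 degrees C; CellTiter-Glo is then added and luminescence read after 10 min.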
WRN inhibitor: WRN helicase (human) inhibition; Q14191; WRN helicase unwinding, fluorescent forked duplex, kinetic; Potency, µM (doses to about 114 µM), without a hit: at the highest dose activity change, negative = inhibition, usual class: inhibitors; 0.46% of 360,000 active; AID 651768; further: potency means the concentration at half of the fitted maximal effect; on the % scale 0 is the no-effect control and ±100 the full control effect; nearly all actives have a fitted effect of over 55% in size
Target sequence (Q14191 whole entry, looked up): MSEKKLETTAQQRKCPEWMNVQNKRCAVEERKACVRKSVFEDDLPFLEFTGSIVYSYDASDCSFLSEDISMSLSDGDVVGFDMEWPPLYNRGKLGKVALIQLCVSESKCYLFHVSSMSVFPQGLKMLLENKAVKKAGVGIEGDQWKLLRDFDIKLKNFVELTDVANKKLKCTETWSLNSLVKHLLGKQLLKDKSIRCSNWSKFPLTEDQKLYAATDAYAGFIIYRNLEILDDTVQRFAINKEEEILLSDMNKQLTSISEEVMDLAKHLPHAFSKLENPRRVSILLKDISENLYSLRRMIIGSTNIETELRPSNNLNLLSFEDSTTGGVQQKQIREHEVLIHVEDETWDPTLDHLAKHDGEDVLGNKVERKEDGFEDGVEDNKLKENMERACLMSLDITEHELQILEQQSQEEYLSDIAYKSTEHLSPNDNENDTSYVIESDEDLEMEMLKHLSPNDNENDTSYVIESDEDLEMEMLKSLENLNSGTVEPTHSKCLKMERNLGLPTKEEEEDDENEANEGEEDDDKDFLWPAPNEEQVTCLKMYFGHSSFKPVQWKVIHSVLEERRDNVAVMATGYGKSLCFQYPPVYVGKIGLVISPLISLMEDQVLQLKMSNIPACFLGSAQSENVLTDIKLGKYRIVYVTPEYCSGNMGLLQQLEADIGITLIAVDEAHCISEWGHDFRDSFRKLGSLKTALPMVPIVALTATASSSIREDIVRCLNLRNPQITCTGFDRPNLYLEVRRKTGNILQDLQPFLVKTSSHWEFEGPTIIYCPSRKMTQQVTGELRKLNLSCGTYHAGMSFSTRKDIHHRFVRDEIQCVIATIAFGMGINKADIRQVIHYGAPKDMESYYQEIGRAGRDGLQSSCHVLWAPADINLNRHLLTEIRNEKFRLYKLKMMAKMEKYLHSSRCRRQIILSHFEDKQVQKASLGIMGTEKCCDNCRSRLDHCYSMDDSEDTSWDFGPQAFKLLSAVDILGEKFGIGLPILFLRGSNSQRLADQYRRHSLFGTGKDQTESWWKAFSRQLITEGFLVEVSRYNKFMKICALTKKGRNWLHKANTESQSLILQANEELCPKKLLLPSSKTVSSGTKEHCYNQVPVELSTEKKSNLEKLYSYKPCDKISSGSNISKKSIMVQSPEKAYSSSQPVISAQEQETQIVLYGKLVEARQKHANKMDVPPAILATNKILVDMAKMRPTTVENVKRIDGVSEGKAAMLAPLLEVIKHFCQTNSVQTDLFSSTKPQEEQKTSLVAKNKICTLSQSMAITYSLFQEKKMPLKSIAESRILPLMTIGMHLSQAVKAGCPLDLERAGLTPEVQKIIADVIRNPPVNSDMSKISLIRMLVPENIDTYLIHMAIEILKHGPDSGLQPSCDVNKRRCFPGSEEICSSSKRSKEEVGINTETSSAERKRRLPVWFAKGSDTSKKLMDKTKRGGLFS
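WRN at 20 nM final was preincubated with compound for 15 min at room temperature; reaction started with 100 nM forked duplex oligonucleotide carrying fluorophore and quencher plus 2 mM ATP (final). Unwinding followed kinetically by red fluorescence (ex 525/em 598 nm).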
IL-1B inflam inh: blocks inflammasome-driven IL-1 beta release; THP-1 LPS/ATP IL-1B secretion, AlphaLISA, 16 h; hits give low values; activity change, % at 57.5 µM; 4.7% of 360,000 active; in the data active means activity change below about -50%; inconclusive means mostly about -30% to -49%; further: on the % scale 0 is the no-effect control and ±100 the full control effect
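THP-1 cells pretreated 1 hr with compounds (up to 57.5 uM final), then stimulated with LPS (250 ng/mL final) plus ATP (1.25 mM final); secreted IL-1B measured by AlphaLISA after 16 hr, decreased signal indicating inhibition.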
An asterisk follows results filed as active; ? = inconclusive; · = not tested or not shown; & = joins results of further samples; [ ] = remark or other dose. Unless noted, the call rests on the fitted dose curve; in most records, active means well fitted curve in the direction sought with a large enough effect; inconclusive means small, poorly fitted or top-dose-only effect, or another doubt; inactive means no such curve, though single readings can be large; an effect the other way counts as inactive or inconclusive. This is a random part of the collection (roughly 12% active in at least one column).

SMILES	SW480 rerep	HT1080 IDH1KD tx	HT1080-NT tox	ATXN2 expr inh	MCF10A rerep	KB-3-1 tox	KB-V1 MDR tox	WRN inhibitor	IL-1B inflam inh
Nc1c(Cl)cc(C(=O)NC2CC2)cc1Cl	-5.6%	10.7%	2.8%	4.2%	-9.4%	7.8%	-8.6%	-3.7%	?
CCOc1ccc(CNC(=O)CCCc2cn(C)c3ccccc23)cc1OC	1.4%	0.1%	0.0%	-10.6%	3.2%	-6.8%	-14.7%	4.5%	-4.1
CCCN(CC(=O)Nc1ccc(F)c(F)c1F)C(=O)CN1C(=O)NC2(CCCCC2)C1=O	-5.0%	0.0%	-0.6%	·	-0.3%	1.3%	6.6%	3.4%	-0.1
O=C(Nc1ccc2c(c1)OCO2)c1cc(C2CCCCN2C(=O)c2ccc3ccccc3c2)on1 (stereo not given)	·	4.3%	-4.6%	3.8%	·	0.0%	0.0%	-5.2%	-26.5
CCCn1c(=S)[nH]c2cc(C(=O)N3CCCC(C(=O)OCC)C3)ccc2c1=O (stereo not given)	-10.3%	?	?	-16.3%	?	?	0.0%	-8.2%	-15.5
CCCC(O)(c1ccc(Cl)cc1)C(CN1CCOCC1)c1ccc(Cl)cc1 (stereo not given)	?	?	?	-30.5%	?	?	16.4µM*	5.2%	-13.0
O=C(O)c1ccc(NC(=O)c2cn(-c3ccccc3)nc2-c2ccc(F)cc2)cc1	-3.7%	-1.1%	-8.7%	72.7%[activator]	6.3%	2.6%	-2.8%	-12.3%	20.9
O=C(COC(=O)CCNS(=O)(=O)c1cccs1)Nc1cc(C(F)(F)F)ccc1Cl	2.0%	5.8%	8.8%	7.5%	-2.8%	3.8%	28.3%	-3.6%	32.6
Cc1ccnc(N/N=C/c2ccco2)n1	16.4µM*	-5.6%	-5.9%	20.6%	2.91µM*	3.3%	-2.8%	-5.7%	-0.9
COc1ccc(NC2=NCCCCC2)cc1	1.9%	8.1%	7.8%	-5.7%	1.3%	11.0%	0.6%	1.7%	1.9
CC1=CCC2C(=O)N(c3ccc(C)c(Br)c3)C(=O)C2C1 (stereo not given)	8.0%	-12.9%	-1.2%	0.7%	14.0%	?	?	-9.9%	22.3
COC(=O)c1cn(C(=O)c2ccccc2F)nc1N	-7.3%	-27.2%	9.3%[9.24 µM]	7.2%	0.3%	6.7%	?	-1.0%	-13.0
CS(=O)(=O)N(CC(=O)Nc1ccc2c(c1)OCO2)Cc1ccccc1	2.5%	-17.8%[9.24 µM]	0.9%	45.9%[activator]	-6.7%	13.7%	2.2%	-4.2%[57.1 µM]	-20.8
C/C(=N/Nc1ccc(C(=O)O)cc1)c1ccc(O)c(O)c1O	-150.6%[inhibitor]	10.5%	10.4%	27.9%	1.3%	6.3%	11.6%	?	4.7
CN(C)C(CNC(=O)CSc1nc2sc3c(c2c(=O)n1C)CCC3)c1ccccc1 (stereo not given)	?	-2.8%	-14.9%	-15.2%	?	-7.7%	-7.7%	-4.1%	-1.9

Two compounds picked at random from those above, as already listed:
SMILES	SW480 rerep	HT1080 IDH1KD tx	HT1080-NT tox	ATXN2 expr inh	MCF10A rerep	KB-3-1 tox	KB-V1 MDR tox	WRN inhibitor	IL-1B inflam inh
CC1=CCC2C(=O)N(c3ccc(C)c(Br)c3)C(=O)C2C1 (stereo not given)	8.0%	-12.9%	-1.2%	0.7%	14.0%	?	?	-9.9%	22.3
CN(C)C(CNC(=O)CSc1nc2sc3c(c2c(=O)n1C)CCC3)c1ccccc1 (stereo not given)	?	-2.8%	-14.9%	-15.2%	?	-7.7%	-7.7%	-4.1%	-1.9

Further structures:
SMILES	SW480 rerep	HT1080 IDH1KD tx	HT1080-NT tox	ATXN2 expr inh	MCF10A rerep	KB-3-1 tox	KB-V1 MDR tox	WRN inhibitor	IL-1B inflam inh
Cc1ccc(O)c(-c2cc(C(=O)Nc3ccc(S(=O)(=O)Nc4nc(C)cc(C)n4)cc3)[nH]n2)c1	-4.4%	-7.3%	1.1%	1.8%	2.5%	-4.1%	0.0%	-29.8%	32.8
CCNC(=O)c1ccccc1NC(=O)c1cccc(S(=O)(=O)N2CCOCC2)c1	-50.2%[inhibitor]	4.7%	12.3%	0.6%	-56.2%[inhibitor]	5.3%	?	0.5%	2.6
C/C(=C\c1ccccc1)CN1CCN(c2ccccc2F)CC1	-4.7%	3.6%	-1.2%	-20.8%	7.6%	1.0%	?	-2.2%	12.8
CCc1nnc(NC(=O)CSc2nnc(Cc3cc(=O)[nH]c(=O)[nH]3)n2-c2ccc(OC)cc2)s1	-4.5%	-2.3%	8.9%	-24.0%	-2.2%	-8.7%	-2.4%	6.8%	20.0
CCCCCCN1C[C@@H](O)[C@H](n2cc(-c3ccc(F)cc3)nn2)C[C@@H]1c1ccc(C)cc1	·	7.0%	8.2%	-7.3%	·	-2.7%	-19.6%	4.1%	3.0
Cc1ccc(NC(=O)N2CCCC2C(=O)Nc2ccc3c(c2)OCCO3)cc1 (stereo not given)	-5.8%	0.9%	-3.3%	3.9%	14.6%	1.1%	-8.9%	-10.5%	30.9
COc1ccc(NC(=O)CS(=O)(=O)c2ccccc2)cc1	2.8%	20.7%	6.9%	14.6%	?	15.5%	-0.4%	5.3%	-7.5
COCCCNC(=O)CNC(=O)c1nn(-c2ccc(OC)c(Cl)c2)c(=O)c2ccccc12	16.3%	6.3%	4.2%	·	0.0%	1.3%	27.2%	-6.0%	4.9
CSc1ccccc1OCc1cc(C(=O)N2CCN(C)C(c3ccccc3)C2)no1 (stereo not given)	1.6%	-10.0%	1.1%	11.8%	?	7.2%	?	-24.1%	-11.8
CC1CCN(S(=O)(=O)c2cccc(C(=O)NCc3cccs3)c2)CC1	3.6%	-9.8%	-3.5%	-8.9%	-7.5%	-6.8%	8.6%	-5.0%	3.4
COc1cccc2oc3cc(C#Cc4ccccn4)ccc3c(=O)c12	-18.6%	20.0%	19.7%	61.2%[activator]	7.3%	26.3%	13.0%	-0.7%	-55.0*
O=C(CSc1nc2ccc(NC(=O)c3ccccc3C(=O)O)cc2s1)Nc1ccc(F)c([N+](=O)[O-])c1	-10.7%	-17.3%	?	-20.0%	-7.3%	2.4%	-0.3%	?	-60.7*
Cc1ccc(NC(=O)CS(=O)CC(=O)N(CC(=O)NC2CCCC2)c2cc(C)ccc2C)cc1 (stereo not given)	-5.1%	8.0%	-3.4%	6.6%	-2.5%	3.6%	-21.7%	-8.2%	-10.8
Cc1ccc(S(=O)(=O)NC(=O)Nc2ccc(Cl)cn2)cc1	7.8%	2.0%	6.6%	-4.6%	-5.9%	17.9%	3.4%	-10.5%	-9.5
CN(C)/C=C/C(=O)/C=C/c1ccc(Cl)cc1	8.7%	?	11.6µM*	-8.8%	?	7.5%	-7.0%	-2.7%[57.1 µM]	-100.2*
C[C@H](O)[C@@H]1C(=O)N2CCc3ccc(-c4cccc(F)c4)cc3[C@@H]2C[C@@H]1N(C)C(=O)Nc1ccccc1	?	-1.2%	-13.4%	-10.0%	-1.8%	2.9%	7.0%	5.2%	-3.9
COc1cccc(N2CC(NC(=O)c3cccc4ccccc34)CC2=O)c1 (stereo not given)	0.7%	4.8%	-2.8%	0.0%	-7.3%	1.8%	-8.9%	-8.9%	-1.2
COc1ccc(OC)c(NC(=O)CN2C(=O)c3ccccc3S2(=O)=O)c1	0.6%	2.9%	3.3%	-3.9%	-0.2%	-3.1%	-1.2%	4.9%	4.1
CCOc1cccc(C(=O)NC(=S)Nc2ccc(N3CCCC3)cc2)c1	0.0%	1.9%	-3.1%	-29.3%	24.1%	-8.9%	-4.5%	-10.8%	-19.8
CCOC(=O)c1ccc(N2C=C(C(=O)OC)C(c3ccc(OC)c(O)c3)C(C(=O)OC)=C2)cc1	?	-19.0%	-8.4%	-11.1%	11.0%	9.5%	0.0%	-0.5%	?
COC(=O)C(C)Sc1nc(N)c(NC(=O)c2ccco2)c(=O)[nH]1 (stereo not given)	3.3%	8.8%	-0.2%	-0.4%	10.7%	-3.2%	-27.9%	0.3%	14.1
Cc1ccc(NC(=O)CSc2nc3[nH]ncc3c(=O)[nH]2)cc1Cl	-404.3%[inhibitor]	?	-19.1%	5.5%	16.8%	-4.9%	-5.3%	-0.2%	2.3
CCN(CC)CCNC(=O)c1cn(CC)c2ccc(S(=O)(=O)N3CCc4ccccc4C3)cc2c1=O	8.4%	0.5%	-2.7%	5.9%&-8.4%	6.4%	-29.4%&6.8%	?	4.2%	-28.3
COCCNc1nc2cc(-c3ccc(F)cc3)sc2c(=O)n1C	·	0.0%	-4.0%	8.1%	·	0.0%	?	1.3%	8.0
CONC(=O)Nc1ccccc1[N+](=O)[O-]	-2.4%	6.7%	12.0%	-0.9%	-11.5%	-3.5%	?	0.7%	-2.2
CC(C)(C)c1cc(NC(=O)c2cccnc2)no1	-4.1%	1.3%	9.2%	44.2%[activator]	-2.8%	12.8%	?	-8.3%	0.0
CCOc1ccc2nc(NC(=O)C(CCSC)NS(=O)(=O)c3cccs3)sc2c1 (stereo not given)	7.9%	-13.9%	-5.2%	16.3%	14.9%	-3.3%	?	-31.2%[57.1 µM]	?
COc1ccc(NC(=O)c2ccccc2N(Cc2ccccc2)S(C)(=O)=O)cc1	-2.1%	-7.4%	0.0%	-11.8%	-17.5%	5.0%	?	2.1%	-1.4
O=C(NCc1cccs1)c1ccc(S(=O)(=O)N2CCCCC2)cc1	-23.3%	5.3%	-0.7%	8.7%	-1.9%	-5.7%	-20.9%	-2.5%	0.0
Cc1cc(C)nc(NC(=O)/C=C/c2ccc(Cl)cc2Cl)c1	-30.8%	9.4%	12.8%	30.9%	?	-4.7%	9.2µM*	0.6%	-52.8*
O=C(OC1CSc2nc3ccccc3n2C1)c1ccco1 (stereo not given)	-17.9%	0.9%	2.5%	-4.6%	0.5%	-4.2%	-5.0%	4.3%	1.4
